Assay outcomes: PubChem, several laboratories
HTR5A inv ag – inverse agonist of human HTR5A in OPRM1-OPRD1 counter-screen. P47898. HTR5A cell line, luminescence, inverse agonism. 0.083% of 340,000 active. inhibition, % at 9.3 µM. AID 504634; in the data active = inhibition mostly above about 23%, no sharp cut-off; inactive = mostly below about 18%;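 note: 0% = cells with DMSO and 100% = no-cell wells with DMSO; some compounds called inactive have numbers as strong as hits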
Target sequence (P47898 whole entry, looked up): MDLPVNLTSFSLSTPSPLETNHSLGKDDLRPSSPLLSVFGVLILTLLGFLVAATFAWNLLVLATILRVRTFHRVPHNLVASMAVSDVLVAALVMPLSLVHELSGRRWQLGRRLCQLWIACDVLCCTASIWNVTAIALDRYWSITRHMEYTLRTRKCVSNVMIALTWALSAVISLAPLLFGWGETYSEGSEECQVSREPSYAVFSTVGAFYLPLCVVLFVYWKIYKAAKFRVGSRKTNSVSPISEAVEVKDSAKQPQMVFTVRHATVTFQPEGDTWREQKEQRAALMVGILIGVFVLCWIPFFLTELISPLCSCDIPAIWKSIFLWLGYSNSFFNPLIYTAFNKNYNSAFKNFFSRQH
MOR-DOR ag – OPRM1-OPRD1 heterodimerization agonism; activation, % at 9.3 µM; 0.3% of 340,000 active; cells, luminescence; P35372+P41143; in the data active = activation above about 18%;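 note: 0% = vehicle-treated cells and 100% = reference agonist; values of inactives mirror those of a sister screen read the other way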
PKA-R2B act – activators of human PKA-R2B complex; activation, % at 11.4 µM; P22694+P31323; AID 504700; 0.079% of 340,000 active; PKA-R2B holoenzyme dissociation, Cy5-IP20 fluorescence polarization; R2B truncated from residue 108, S112A mutant; 0% DMSO only, 100% 113 µM cGMP;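 active = activation above a cutoff set at the mean over all compounds plus 3 SD, cut at about 18% in these data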;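 note: higher means more holoenzyme dissociation and a rise in polarization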
Target sequence (P31323 whole entry, looked up, other chains not shown, the tested form may be a part): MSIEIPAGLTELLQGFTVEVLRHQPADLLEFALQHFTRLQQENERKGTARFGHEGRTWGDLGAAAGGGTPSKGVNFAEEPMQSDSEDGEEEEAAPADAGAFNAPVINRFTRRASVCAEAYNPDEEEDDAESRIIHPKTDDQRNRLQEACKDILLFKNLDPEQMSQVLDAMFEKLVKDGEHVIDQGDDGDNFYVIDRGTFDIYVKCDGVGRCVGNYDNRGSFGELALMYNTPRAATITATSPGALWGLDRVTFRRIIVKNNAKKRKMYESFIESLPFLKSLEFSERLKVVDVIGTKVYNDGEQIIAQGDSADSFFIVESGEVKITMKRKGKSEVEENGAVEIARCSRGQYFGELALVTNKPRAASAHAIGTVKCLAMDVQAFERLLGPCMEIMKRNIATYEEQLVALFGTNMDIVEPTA
Tat export inh – E. coli Tat transport inhibition; E. coli MC4100 TorA-mCherry Tat export, fluorescence; 0.036% of 340,000 active; inhibition, % at 10 µM;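 active = mean replicate inhibition at least 50% and at least half of replicates individually reaching 50%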;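 note: exported cargo escapes ClpAP degradation while cytoplasmic cargo is degraded and loses fluorescence; 0% = median of neutral control wells and 100% = median of NaSCN control wells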
MOR-DOR inv ag – mu-delta opioid heterodimer inverse agonism; P35372+P41143; cell-based MOR-DOR heterodimer luminescence; inhibition, % at 9.3 µM; 0.21% of 340,000 active; in the data active = inhibition above about 22%, passing the limit was not always enough;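 note: 0% = cells with DMSO and 100% = wells without cells with DMSO; values of inactives mirror those of a sister screen read the other way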
AddAB inh – less growth of phage-infected E. coli with AddAB | E. coli expressing H. pylori AddAB, absorbance growth | inhibition, % at 11.9 µM | 0.29% of 330,000 active; in the data active = inhibition above about 12%;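 note: 0% = vehicle wells of infected cells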
SUMO Mot1 rescue – blocks SUMOylation pathway, rescuing yeast Mot1-301 growth | S. cerevisiae Mot1-301 growth rescue, ATP luminescence, 38.5C; percent above DMSO median, 100 means doubled | growth rescue, % at 18.8 µM | 1% of 320,000 active;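 active = every valid replicate shows activation above 250% relative to neutral control wells; inactive = the rest, any valid replicate at or below 250%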;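 note: OY570 slx delta 5 strain wells were the positive control but not used for scaling; some compounds called inactive have numbers as strong as hits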
phage Ecoli inh – E. coli growth loss with phage present. 0.26% of 360,000 active. AID 651602. inhibition, % at 11.9 µM. growth absorbance; in the data active = inhibition above about 11%
PKA-R1A activ – PKA-R1A complex activation. 0.083% of 340,000 active. PKA-R1A dissociation, Cy5-IP20 fluorescence polarization; scaled: DMSO 0%, 113 µM cGMP 100%. activation, % at 11.4 µM;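 active = percent activation above the mean of all tested compounds plus 3 SD, cut at about 19% in these data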;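 note: higher means more PKAc released from R1A so a rise in polarization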
E coli growth – reduces bacterial viability in AddAB counter-screen; E. coli V3065 growth, OD600 absorbance, 18 h; inhibition, % at 11.9 µM; 0.27% of 330,000 active; AID 449728;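 active = inhibition above the campaign's mean inhibition across all tested compounds plus 3 SD, cut at about 9.9% in these data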;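 note: uninfected addAB+ strain grown without phage in ampicillin broth; 0% = DMSO wells and 100% = ciprofloxacin 0.95 µg/ml wells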
PfHsp90 yeast 2 – inhibits growth of yeast expressing Plasmodium falciparum Hsp90; S. cerevisiae expressing PfHsp90, BacTiter-Glo ATP, 48 h; yeast lacking PDR1 and PDR3 efflux regulators; inhibition, % at 9.4 µM; 0.32% of 310,000 active;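 active = every replicate shows inhibition above about 80%, whatever the replicate mean, limit read from the data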;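 note: 0% = DMSO neutral controls and 100% = 20 µM radicicol positive controls; yeast relying on Plasmodium falciparum Hsp90 in place of its own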
Starred values were filed as active, the others as inactive; i = inactive; . = no result given; & = joins results of further samples. Not a hit list, and some 2.2% of all compounds hit somewhere here.

canonical_smiles	SUMO Mot1 rescue	Tat export inh	HTR5A inv ag	PKA-R2B act	phage Ecoli inh	PfHsp90 yeast 2	AddAB inh	PKA-R1A activ	MOR-DOR ag	E coli growth	MOR-DOR inv ag
COc1ccccc1NS(=O)(=O)c1cc(NC(=O)c2cc(=O)[nH]c3ccccc23)ccc1N1CCOCC1	71	5	-13	9	-0.2	-57	2.9	3	-4.2	-0.7	21
Cc1ccccc1CSc1nnc(-c2ccccn2)n1N	11	-2	-3	-6	-0.6	.	-2.8	-2	-1.5	-1.2	7
Clc1ccc2oc(SCc3cccnc3)nc2c1	50	-5	-5	-1	2.5	-14	1.6	9	-0.1	2.1	1
CC(=O)c1c(C)[nH]c(C(=O)OCC(=O)N(C)C)c1C	7	-1	7	7	1.2	.	-2.0	7	-0.3	-1.2	2
Cc1ccc2c(c1)C(=O)c1ccccc1CS2=O (stereo unspecified)	-2	9	14	-8	2.3	4	3.7	3	-1.3	1.9	7
O=C(Nc1ccccc1O)c1ccc(NC(=O)C2CC2)cc1	-17	-4	-14	1	1.2	3	4.0	4	-2.7	1.4	16
O=C(N/N=C/c1cccc(OC(=O)c2cccc(Br)c2)c1)c1cccnc1	25	-1	-3	-6	1.5	10	.	9	-1.0	.	5
CCOC(=O)C1CCCN(C2CC(=O)N(c3ccc(C(C)C)cc3)C2=O)C1 (stereo unspecified)	418	-8	4	-4	1.6	44	1.8	8	0.3	0.8	-2
Cc1ccc(S(=O)(=O)NC2=NCN(CCOC(=O)c3ccc([N+](=O)[O-])cc3)CN2)cc1	-2	-4	5	-6	0.0	.	0.8	-9	2.5	0.7	-14
CCOC(=O)c1ccccc1CN1C(=O)c2ccccc2S1(=O)=O	-12	-4	-2	-10	1.1	0	-2.2	-2	-1.9	0.7	9
CC1CC(C)CN(C(=O)CSc2nnc(-c3ccco3)o2)C1 (stereo unspecified)	-18	8	5	-3	0.6	-11	3.7	-16	-1.1	1.9	6
Fc1cccc(C2CCCCN2Cc2nc(C3CC3)no2)c1 (stereo unspecified)	-4	0	-6	-12	2.2	36	-0.2	1	2.7	1.0	-13

Fetched by compound from above:
canonical_smiles	SUMO Mot1 rescue	Tat export inh	HTR5A inv ag	PKA-R2B act	phage Ecoli inh	PfHsp90 yeast 2	AddAB inh	PKA-R1A activ	MOR-DOR ag	E coli growth	MOR-DOR inv ag
Clc1ccc2oc(SCc3cccnc3)nc2c1	50	-5	-5	-1	2.5	-14	1.6	9	-0.1	2.1	1
O=C(N/N=C/c1cccc(OC(=O)c2cccc(Br)c2)c1)c1cccnc1	25	-1	-3	-6	1.5	10	.	9	-1.0	.	5

(cont.)
canonical_smiles	SUMO Mot1 rescue	Tat export inh	HTR5A inv ag	PKA-R2B act	phage Ecoli inh	PfHsp90 yeast 2	AddAB inh	PKA-R1A activ	MOR-DOR ag	E coli growth	MOR-DOR inv ag
O=C(Cc1cc(=O)[nH][nH]1)N/N=C/c1c(Cl)cccc1Cl	-9	-9&1	-16&22	-1&-5	4.5&1.8	-9&17	-0.1&0.5	-7&-10	-0.5&-2.4	-1.4&1.1	2&12
Cc1ccc(OCC(=O)Nc2ccc(S(=O)(=O)Nc3ccccn3)cc2)cc1C	13	-3	-18	-11	3.8	-4	-0.1	-11	-2.6	-1.5	15
Cc1ccc(NC(=S)NNc2ccc(C(=O)O)cc2[N+](=O)[O-])cc1C	411	-4	17	-6	1.5	9	0.2	-1	-2.3	-1.0	11
O=C(NNC(=O)c1cc2ccccc2o1)c1ccncc1	-13	5	1	4	4.2	-3	-1.8	-10	-1.5	-0.5	8
Cc1cccc2c1N(C(=O)CN1C(=O)c3ccccc3C1=O)C(C)(C)c1ssc(=S)c1-2	-6	-3	-5	-7	2.8	6	1.3	-1	-3.1	-2.1	15
COc1ccc2c(c1)c(=O)c(C(=O)c1ccc(Cl)cc1)cn2CC(=O)Nc1ccc(F)cc1	157	-1	2	-1	1.9	-2	0.0	2	-0.9	-1.2	5
Cc1ccc(C(NC(N)=O)c2ccccc2)cc1 (stereo unspecified)	0	-13	-9	-7	0.1	17	1.1	-5	-0.1	-2.0	1
COC(=O)C1CCN(C(=O)Cn2nnc(-c3ccccc3)n2)CC1	61	6	-13	-2	-1.0	-16	2.3	6	0.5	-3.5	-4
Cc1ccc([N+](=O)[O-])c(NC2OC(CO)C(O)C2O)c1 (stereo unspecified)	2	4	-20	-5	3.3	.	-0.2	1	-1.9	1.4	10
COCCn1c(C)c(C(=O)O)sc1=S	-1	4	1	5	-0.6	6	0.3	-5	-4.1	-2.8	21
CCOC(=O)c1c(NCCN(C)C)c2ccccc2[nH]c1=O	-6	5	-14	-16	4.3	-36	3.3	-14	-2.0	2.8	10
COc1ccc(-c2ccc(N)[n+](CCCC(=O)O)n2)cc1	1	-3	-13	i	i	-11	i	i	-2.9	1.6	16
O=C(CCCCCN1C(=O)c2cccc3cccc(c23)C1=O)NC1CCS(=O)(=O)C1 (stereo unspecified)	1	-7	-1	1	1.1	-27	4.2	1	-1.6	-0.3	8
O=C1CCCCC1Sc1ccc(Cl)cc1[N+](=O)[O-] (stereo unspecified)	0	-8	23	5	1.5	-9	1.8	10	-1.7	0.7	9
Cc1cc(-n2cnnn2)cc(C)c1S(=O)(=O)NCCOc1ccccc1	.	-3	-8	-2	3.3	3	3.2	-7	-2.8	0.7	15
O=Cc1ccc(-c2cc(Cl)ccc2Cl)[nH]1	-16	4	-16	-3	6.6	-10	0.8	-7	0.9	-1.8	-4
CSCc1ccc(C(=O)NC2CC(C)(C)Cc3c2cnn3-c2ccc(F)cc2)o1 (stereo unspecified)	15	3	-12	1	0.1	19	1.2	-3	-1.7	-0.6	9
COC(=O)c1ccc(NC(=O)CN2CCN(c3ccccn3)CC2)cc1	-2	2	0	-2	1.1	-13	2.8	1	-1.9	-1.7	9
Cc1csc(NC(=O)CCCNC(=O)c2ccc(Cl)cc2)n1	-10	3	8	-6	0.1	16	1.6	-5	-0.4	2.3	2
CC(NC(=O)COC(=O)/C=C/c1ccco1)c1ccccc1 (stereo unspecified)	-12	-4	4	-3	4.0	12	1.2	1	-2.5	-1.3	12
Cn1c(=O)c2c(SCC(=O)N3CCCC3)nc(CC(C)(C)C)nc2n(C)c1=O	-5	-3	18	2	3.4	-18	0.2	11	-0.4	1.6	2
N[C@H](CSCc1ccccc1)C(=O)Nc1ccc([N+](=O)[O-])cc1	-5	4	23	7	1.3	-4	1.8	1	-2.8	0.7	12
CCOC(=O)c1c(NC(=S)NCC2CCCO2)sc(C)c1C (stereo unspecified)	-11	3	10	-15	3.6	-36	0.9	3	1.0	-3.1	-6
CCCCC/C=N\NC(=O)Cc1ccc([N+](=O)[O-])cc1	-6	-8	-13	-6	3.0	8	0.1	-4	0.5	-3.1	-2
CCc1cc(=O)oc2cc(OCc3nn[nH]n3)ccc12	-6	2	-12	7	.	-29	0.3	-4	-1.6	-1.6	7
CCOC(=O)c1ccc(N/C=C\C(=O)c2cccc(OC)c2)cc1	-2	-13	-1	-16	1.3	6	3.0	6	-3.1	1.0	16
COc1ccc(N2C(=NC(=O)C3CCCCC3)SC3CS(=O)(=O)CC32)cc1 (stereo unspecified)	2	-4	16	1	5.5	5	1.4	5	2.9	-1.5	-15
Cc1ccc2oc(C(=O)N3CCN(Cc4nccn4C)CC3)c(C)c2c1	90	-5	9	1	1.7	-19	4.1	-13	-3.2	1.4	17
COc1ccc(CNC(=O)C2CCC(CNS(=O)(=O)c3ccccc3)CC2)cc1 (stereo unspecified)	0	2	-26	-4	-0.5	1	-1.2	-7	-1.5	-0.5	8
COc1cc(COCC(O)CN2CCOCC2)cc(OC)c1OC (stereo unspecified)	152	-5	-13	5	2.1	1	2.5	-3	-1.9	-0.4	8
CC(C)C(=O)Nc1ccc(N2CCCC2)c(Cl)c1	497*	-3	18	-6	3.9	-7	0.2	-8	-0.8	-0.7	4
CC1(C)Cc2c(cnn2-c2ccccc2)C(NC(=O)CCc2ccc(=O)[nH]n2)C1 (stereo unspecified)	-1	-1	1	5	0.6	-13	-1.0	4	-2.0	-3.9	11
O=[N+]([O-])c1cccc2c1ccc1ncccc12	8	16	-4	-6	1.8	-19	1.1	-15	1.4	2.8	-7
Cc1ccc(S(=O)(=O)Nc2cccc(-c3ccc4nncn4n3)c2)cc1	7	-2	-16	0	0.5	-15	-1.9	-3	-0.1	1.4	1
CCOC(=O)C1=C(C)NC(C)=C(C(=O)OCC)C1c1cc(N)ccc1OC(F)F	-18	4	-3	-4	4.1	13	-0.8	-2	1.8	0.2	-9
O=C(NCCCN1CCCCC1)c1ccc2c(=O)n(CCc3ccccc3)c(=O)[nH]c2c1	7	-8	-19	-11	3.1	.	-0.6	-1	-2.5	-0.6	14
O=C(Cc1cccs1)NNC(=O)c1ccccc1Cl	-12	-1	-2	3	1.6	-9	2.2	0	2.8	1.1	-11
O=C(CC(NS(=O)(=O)c1ccc(Cl)cc1)c1ccco1)NCc1ccco1 (stereo unspecified)	21	-1	-6	-11	0.1	-17	1.6	-12	-2.4	-0.1	10
Cc1ccccc1N(CC(=O)NCCSCc1ccccc1)S(C)(=O)=O	-13	-3	-14	3	-3.3	-7	-0.6	-3	-1.4	-0.6	7
CCNC(=O)CN(c1ccccc1OC)S(=O)(=O)c1cccs1	-2	6	-9	1	3.5	16	-1.4	-6	-1.5	-3.2	8
CC(=O)Nc1cc(-c2nn(C)c(=O)c3ccccc23)ccc1N1CCCCC1	-1	5	-4	-10	4.4	-8	1.9	-10	0.0	-1.4	0
Cc1onc(-c2ccccc2Cl)c1C(=O)N1CCN(c2ccccc2)CC1	-18	3	-24	1	1.9	.	-0.1	-7	-3.0	1.8	17
Cc1ccc(OCCCN2CCOCC2)c([N+](=O)[O-])c1	21	-7	8	9	1.3	17	5.6	-4	0.7	2.2	-4
COc1ccc(CN2CCN(Cc3csc(C(C)=O)c3)CC2CCO)c(C)c1C (stereo unspecified)	13	-1	-6	5	2.4	-5	-1.9	-6	-1.3	-1.1	6
CCN(CC)c1nc(Oc2ccc(C(=O)OC)cc2)nc(N2CCOCC2)n1	45	0	15	-8	-1.8	-4	2.4	-14	6.3	1.1	-32
O=C(Nc1ccccc1)N1CC=C(c2ccc(F)cc2)CC1	29	-1	-23	1	2.6	.	5.8	-4	-2.3	-0.6	11
O=C(CC1(O)C(=O)N(Cc2cccc3ccccc23)c2ccccc21)c1cccnc1 (stereo unspecified)	7	3	9	0	3.8	2	2.9	-9	-3.9	2.1	20
Cc1ccc(-c2nc3cc(N)ccc3o2)cc1	35	3	-5	-10	2.4	2	-0.7	9	-0.4	0.3	2
COc1cccc(C2C=C(Nc3ccccc3)C(=O)N2c2ccccc2)c1 (stereo unspecified)	264	-4	16	-9	1.2	1	0.2	3	-2.9	-0.3	14
CCCCCN(C(=O)CCC(=O)OCC(=O)c1c(C)cc(C)cc1C)c1c(N)n(CCCC)c(=O)[nH]c1=O	-4	10	7	3	3.2	-36	3.3	-10	-1.4	1.4	9
